Bioassay records from PubChem.
KB-3-1 tox: kills parental KB-3-1 adenocarcinoma cells; KB-3-1 viability, CellTiter-Glo ATP luminescence, 72 h; Potency, µM (doses to about 46.1 µM), without a hit: at the highest dose activity change, negative = cytotoxic, most hits filed as cytotoxic; 400,000 tested, 1.4% active; AID 1347075; further: potency means the concentration at half of the fitted maximal effect; on the % scale 0 is the no-effect control and ±100 the full control effect; nearly all actives have a fitted effect of over 60% in size
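Screening of KB-3-1 cells (DMEM, 10% FBS, phenol-red free) ran from lowest to highest compound concentration; after 72 h at 37 °C viability was read luminescently and curves fitted.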
WRN inhibitor: WRN helicase (human) inhibition | Q14191 | WRN helicase unwinding, fluorescent forked duplex, kinetic | Potency, µM (series often up to 114 µM), inactives show top-dose activity change, negative = inhibition, usual class: inhibitors | 360,000 tested, 0.46% active; further: potency means the concentration at half of the fitted maximal effect; on the % scale 0 is the no-effect control and ±100 the full control effect; nearly all actives have a fitted effect of over 55% in size
Target sequence (Q14191 whole entry, looked up): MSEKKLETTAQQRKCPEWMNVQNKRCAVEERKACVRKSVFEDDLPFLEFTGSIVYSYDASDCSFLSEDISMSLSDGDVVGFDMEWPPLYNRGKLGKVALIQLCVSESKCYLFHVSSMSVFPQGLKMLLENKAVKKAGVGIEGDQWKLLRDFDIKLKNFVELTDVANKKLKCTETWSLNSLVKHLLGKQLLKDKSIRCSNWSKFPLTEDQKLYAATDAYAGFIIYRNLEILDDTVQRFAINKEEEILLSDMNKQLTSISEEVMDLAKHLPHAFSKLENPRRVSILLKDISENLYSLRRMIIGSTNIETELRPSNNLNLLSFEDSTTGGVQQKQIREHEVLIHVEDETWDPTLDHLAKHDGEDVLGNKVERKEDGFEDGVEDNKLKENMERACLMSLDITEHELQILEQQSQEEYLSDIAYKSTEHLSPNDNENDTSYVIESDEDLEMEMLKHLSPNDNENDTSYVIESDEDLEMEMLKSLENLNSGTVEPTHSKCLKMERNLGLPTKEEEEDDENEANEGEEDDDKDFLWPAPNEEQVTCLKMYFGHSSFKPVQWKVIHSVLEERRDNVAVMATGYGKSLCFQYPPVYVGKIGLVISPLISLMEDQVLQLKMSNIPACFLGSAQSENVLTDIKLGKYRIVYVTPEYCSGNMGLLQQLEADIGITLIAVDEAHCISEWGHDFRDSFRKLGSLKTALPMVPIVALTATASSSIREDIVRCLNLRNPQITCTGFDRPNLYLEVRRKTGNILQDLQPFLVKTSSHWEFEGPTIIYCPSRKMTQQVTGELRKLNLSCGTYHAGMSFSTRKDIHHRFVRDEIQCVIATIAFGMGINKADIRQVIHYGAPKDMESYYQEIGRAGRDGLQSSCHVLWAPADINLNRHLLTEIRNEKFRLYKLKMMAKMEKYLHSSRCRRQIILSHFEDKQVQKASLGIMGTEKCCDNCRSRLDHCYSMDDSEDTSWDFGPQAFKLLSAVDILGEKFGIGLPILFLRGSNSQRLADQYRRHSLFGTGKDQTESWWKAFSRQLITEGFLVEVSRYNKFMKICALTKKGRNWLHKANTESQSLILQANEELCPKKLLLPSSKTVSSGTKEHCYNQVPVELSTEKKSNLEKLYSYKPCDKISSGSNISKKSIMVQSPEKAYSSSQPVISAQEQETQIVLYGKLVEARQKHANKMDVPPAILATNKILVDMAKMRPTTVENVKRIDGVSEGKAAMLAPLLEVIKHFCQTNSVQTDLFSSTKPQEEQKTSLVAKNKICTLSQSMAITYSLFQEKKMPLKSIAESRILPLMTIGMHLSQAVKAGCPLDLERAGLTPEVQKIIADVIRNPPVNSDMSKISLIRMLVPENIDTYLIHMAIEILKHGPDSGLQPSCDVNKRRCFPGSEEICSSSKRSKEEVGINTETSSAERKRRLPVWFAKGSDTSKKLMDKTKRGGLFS
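Primary qHTS, 1536-well format. 20 nM WRN + compound, 15 min RT; start with 100 nM forked fluorophore/quencher duplex, 2 mM ATP (final); kinetic read ex 525/em 598 nm.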
MCF10A rerep: inducers of DNA re-replication in MCF 10A breast cells | MCF 10A DNA re-replication, Hoechst nuclear intensity, 48 h | Potency, µM (highest dose often 46.1 µM), for inactives: at the highest dose activity, positive = re-replication, hits mostly activators | 350,000 tested, 2.9% active | AID 624296; further: potency means the concentration at half of the fitted maximal effect; % of control where 0% means no effect; nearly all actives have a fitted effect of over 50% in size
IL1B secr inh: inflammasome signaling inhibition, IL-1 beta readout; THP-1 LPS/ATP IL-1B secretion, AlphaLISA, 16 h; stronger effect = lower value; activity change, % at 57.5 µM; 360,000 tested, 4.7% active; in the data active means activity change below about -50%; inconclusive means mostly about -30% to -49%; further: on the % scale 0 is the no-effect control and ±100 the full control effect
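Secreted IL-1B measured by AlphaLISA bead assay after 16 h compound exposure of THP-1 cells; compounds (final up to 57.5 uM) added 1 h before LPS (250 ng/mL) and ATP (1.25 mM) stimulation; lower signal means less secretion.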
KB-V1 MDR tox: KB-V1 MDR subline cytotoxicity; 400,000 tested, 3.4% active; Potency, µM (top dose mostly 46.1 µM), for the others: top-dose activity change, negative = cytotoxicity, hits mostly cytotoxic; AID 1347076; KB-V1 MDR cells viability, CellTiter-Glo, 72 h; further: potency means the concentration at half of the fitted maximal effect; on the % scale 0 is the no-effect control and ±100 the full control effect; nearly all actives have a fitted effect of over 60% in size
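Cells of the MDR subline KB-V1 are plated, dosed with compound at multiple concentrations, and incubated 72 h at 37 degrees C; CellTiter-Glo is then added and luminescence read after 10 min.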
ATXN2 expr inh: ATXN2 expression inhibition; HEK-293 ATXN2-luciferase reporter, luminescence, 24 h; Potency, µM (series often up to 57 µM), inactives show at the highest dose activity change, negative = inhibition, hits mostly inhibitors; 360,000 tested, 0.72% active; AID 1745845; further: potency means the concentration at half of the fitted maximal effect; on the % scale 0 is the no-effect control and ±100 the full control effect; nearly all actives have a fitted effect of over 55% in size
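ATXN2-luciferase reporter cells (luciferase flanked by upstream and downstream ATXN2 gene portions) were treated 24 h at 37 °C with compounds at up to 57 uM. SteadyGlo luminescence gave expression; GF-AFC fluorescence gave viability.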
HT1080 IDH1KD tx: toxicity to HT-1080 IDH1 knockdown cells (counter line). AID 686971. Potency, µM (series often up to 46.1 µM), for inactives: top-dose activity, negative = toxicity, hits mostly cytotoxic. HT-1080 IDH1 knockdown viability, ATP luminescence, 48 h. 360,000 tested, 2% active;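 further: potency means the concentration at half of the fitted maximal effect; 0% = DMSO wells and -100% = cell-free medium wells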
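After a 2 h attachment period, IDH1KD HT-1080 cells took pin-transferred compound for 48 h at 37 °C; ATP-based luminescence after 10 min room-temperature reagent incubation reported viability.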
HT1080-NT tox: kills 2HG-producing HT-1080-NT fibrosarcoma cells. HT-1080-NT fibrosarcoma viability, CellTiter-Glo ATP luminescence, 48 h. Potency, µM (titrated, usually from 46.1 µM), without a hit: at the top dose activity, negative = less viability, usual class: cytotoxic. 360,000 tested, 1.6% active. AID 686970;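 further: NT is the 2HG producing partner of a matched IDH1 knockdown line; potency means the concentration at half of the fitted maximal effect; 0% = DMSO-treated cells and -100% = media-only wells without cells; nearly all actives have a fitted effect of over 55% in size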
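HT-1080-NT; 750 cells/well; 5% FBS RPMI; 48 h compound, 37 degrees C; CellTiter-Glo luminescence; curve fitting and curve-class assignment.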
SW480 rerep: DNA re-replication induction in SW480 cells; SW480 DNA re-replication, Hoechst DNA content imaging, 48 h; Potency, µM (series often up to 46.1 µM), for inactives: at the top dose re-replication activation, hits mostly activators; 340,000 tested, 1.8% active; further: potency means the concentration at half of the fitted maximal effect; % of control where 0% means no effect; nearly all actives have a fitted effect of over 55% in size
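250 cells/well; 23 nL cpd via pin tool; 48 hr, 37 C, 5% CO2; Hoechst 40 min; imager read of total nuclear intensity, ex 405/em 500-530 nm.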
* = called active by the depositor; i = inactive; ? = inconclusive; . = no result given; & = joins results of further samples; [ ] = remark or other dose. Unless noted, the call rests on the fitted dose curve; in most records, active means well fitted curve in the direction sought with a large enough effect; inconclusive means small, poorly fitted or top-dose-only effect, or another doubt; inactive means no such curve, though single readings can be large; an effect the other way counts as inactive or inconclusive.

Keys – A = KB-3-1 tox; B = WRN inhibitor; C = MCF10A rerep; D = IL1B secr inh; E = KB-V1 MDR tox; F = ATXN2 expr inh; G = HT1080 IDH1KD tx; H = HT1080-NT tox; I = SW480 rerep
CC(=O)Nc1nc2ccc(S(=O)(=O)N3CCCCC3)cc2s1
  A = -5%	B = 4%	C = 4%	D = 35	E = 1%	F = 4%	G = -2%	H = 10%	I = -5%

CCC(C)c1ccc(C(C)NC(=S)NC2CCCCC2)cc1 (stereo unspecified)
  A = ?	B = -9%	C = ?	D = 0	E = ?	F = ?	G = 23µM*	H = ?	I = ?

CCOc1ccccc1NC(=O)Cn1nnc(C(=O)NCc2ccco2)c1N
  A = 0.01µM*	B = -26%	C = 0.13µM*	D = 22	E = 0.26µM*	F = -21%	G = 0.041µM*	H = ?	I = ?

COc1ccc(CC(=O)N/N=C/c2cc([N+](=O)[O-])cc(Br)c2O)cc1
  A = ?	B = -13%	C = 12%	D = 79	E = -6%	F = .	G = 4%	H = -22%	I = -1%

CCCc1nc2sc3ccccc3c(=O)c2c(=O)n1Cc1ccccc1
  A = -1%	B = -2%	C = ?	D = -1	E = -2%	F = 13%	G = 6%	H = 21%	I = ?

CCSc1nnc(CSc2ncccn2)n1C
  A = -5%	B = -3%	C = 1%	D = -7	E = 7%	F = -4%	G = 20%	H = 15%	I = -5%

CN1c2ccccc2C2(C)CCCC3=Cc4cc([N+](=O)[O-])cc([N+](=O)[O-])c4OC312 (stereo unspecified)
  A = ?	B = -11%	C = 5%	D = -2	E = ?	F = -14%	G = -5%	H = -1%	I = -2%

Cc1ccc(NC(=O)c2cccc3c2C(=O)N(C2CCCCC2)C3)cc1
  A = 15%	B = -8%	C = ?	D = ?	E = ?	F = 2%	G = ?	H = ?	I = -5%

CCOc1ccccc1NC(=O)CCn1cccc1
  A = -21%	B = -9%	C = 1%	D = -16	E = -19%	F = 2%[11.3 µM]	G = 14%	H = 5%	I = -14%

Oc1ccc(N2CCN(C(c3ccccn3)c3nnnn3C3CCCC3)CC2)cc1 (stereo unspecified)
  A = -4%	B = -3%	C = 4%	D = 24	E = 0%	F = -23%	G = -5%	H = 6%	I = 5%

COc1cc(C)c(/C=C/C(C)=C/C=C/C(C)=C/C(=O)O)c(C)c1C
  A = 0%	B = -6%	C = 8.2µM*	D = 38	E = -12%	F = 15%	G = -28%	H = -1%	I = 9%&-19%

CCC(C)(C)n1nnnc1C(c1ccccc1OC)N1CCSCC1 (stereo unspecified)
  A = 9%	B = -6%	C = 7%	D = -15	E = ?	F = -9%	G = 18%	H = 8%	I = -1%

COc1cccc(CNC(=O)COc2ccc(C(=O)c3ccccc3)cc2)c1
  A = ?	B = -8%	C = ?	D = -20	E = 21µM*	F = 14%	G = ?	H = ?	I = ?

Cc1ccnc(Sc2ccc([N+](=O)[O-])cn2)n1
  A = -29%	B = -7%	C = -4%	D = -29	E = -6%	F = 68%[activator]	G = ?	H = 28%	I = 0%

CC(/C=C1\SC(=S)N(CCCC(=O)Nc2ccc(C(=O)O)c(O)c2)C1=O)=C\c1ccccc1
  A = 0%	B = -33%	C = ?	D = -55*	E = -6%	F = 1%	G = -1%	H = -4%	I = ?

CCCCn1nnnc1SCC(=O)Nc1sc2c(c1C#N)CCCC2
  A = -1%	B = -10%[57.1 µM]	C = 11µM*	D = -23	E = ?	F = -5%	G = ?	H = -1%	I = 3%

COc1cc(/C=C/C(=O)OCC(=O)NCC2CCCO2)ccc1OCC#N (stereo unspecified)
  A = 14%	B = 8%	C = 5%	D = 12	E = -16%	F = 3%	G = -1%	H = -18%	I = 2%

CCC(C)c1ccccc1NC(=O)COc1ccc(-c2nnco2)cc1 (stereo unspecified)
  A = 16%	B = -17%	C = 0%	D = 2	E = 1%	F = 3%	G = 14%	H = -11%	I = 6%

N#Cc1ccc(-c2nc3ccc(Cl)cn3c2Cc2cccc(Cl)c2)cc1
  A = -3%	B = -13%	C = .	D = -15	E = 0%	F = -20%	G = -20%	H = -19%	I = .

O=C(O)c1csc(-n2nc(-c3ccccc3)cc2C(F)(F)F)n1
  A = -13%	B = 0%	C = 3%	D = 0	E = -5%	F = 10%	G = -8%	H = -6%	I = i[1.84 µM]

CCCCN(C(C)=O)c1c(CC)nc2ccc(C(=O)NCc3cccs3)cn12
  A = 0%	B = 2%	C = .	D = -5	E = 1%	F = -1%	G = 11%	H = 11%	I = .

Cc1ccc(Nc2oc(C)nc2C#N)cc1
  A = 0%	B = -2%	C = ?	D = 5	E = 0%	F = 40%[activator]	G = 20%	H = 0%	I = -7%

Cc1cc(C)c2[nH]c(=O)c(CN(Cc3ccco3)C(=O)C3CCCO3)cc2c1 (stereo unspecified)
  A = -3%	B = -4%	C = 3%	D = -2	E = -16%	F = 6%	G = -4%	H = 0%	I = -11%

CCCn1c(SCC(=O)Nc2ccc3c(c2)OCCO3)nnc1-c1ccco1
  A = 19%	B = 11%	C = 9%	D = -28	E = -20%	F = -7%	G = 15%	H = ?	I = -7%

Cc1ccc(C)c(OCCCC(=O)O)c1
  A = 0%	B = -12%	C = 0%	D = 2	E = -4%	F = 7%	G = 11%	H = 1%	I = -1%

CCNc1nc(NCC)nc(OCCOC(=O)c2ccccc2)n1
  A = 19%	B = 10%	C = -3%	D = 8	E = ?	F = 1%	G = 1%	H = -2%	I = -18%

COc1cc([N+](=O)[O-])cc(/C=N/NC(=O)c2ccc(NC(=O)c3ccc(C)cc3)cc2)c1O
  A = 5.2µM*	B = -3%	C = 18%	D = 73	E = 0%	F = ?	G = ?	H = ?	I = ?

CC(C)Nc1cc(C(C)(C)C)nc2c(-c3ccccc3)cnn12
  A = -5%	B = -5%	C = ?	D = -70*	E = 0%	F = 63%[activator]	G = ?	H = ?	I = -3%

COc1ccc(-n2c(NNC(C)=O)nc3sc4c(c3c2=O)CCCC4)cc1
  A = 18%	B = 4%	C = 18%	D = -16	E = 1%	F = .	G = -22%	H = -24%	I = 4%

O=C(NC1CCCCC1)N1CCC(c2nc3ccccc3[nH]2)CC1
  A = -3%	B = 7%	C = 3%	D = 14	E = 10%	F = -8%	G = -22%	H = 0%	I = -2%

Arranged by length of the SMILES (largest number first): 7 of the compounds above
Keys – A = KB-3-1 tox; B = WRN inhibitor; C = MCF10A rerep; D = IL1B secr inh; E = KB-V1 MDR tox; F = ATXN2 expr inh; G = HT1080 IDH1KD tx; H = HT1080-NT tox; I = SW480 rerep
COc1cc([N+](=O)[O-])cc(/C=N/NC(=O)c2ccc(NC(=O)c3ccc(C)cc3)cc2)c1O
  A = 5.2µM*	B = -3%	C = 18%	D = 73	E = 0%	F = ?	G = ?	H = ?	I = ?

Cc1cc(C)c2[nH]c(=O)c(CN(Cc3ccco3)C(=O)C3CCCO3)cc2c1 (stereo unspecified)
  A = -3%	B = -4%	C = 3%	D = -2	E = -16%	F = 6%	G = -4%	H = 0%	I = -11%

COc1ccc(-n2c(NNC(C)=O)nc3sc4c(c3c2=O)CCCC4)cc1
  A = 18%	B = 4%	C = 18%	D = -16	E = 1%	F = .	G = -22%	H = -24%	I = 4%

COc1cc(/C=C/C(=O)OCC(=O)NCC2CCCO2)ccc1OCC#N (stereo unspecified)
  A = 14%	B = 8%	C = 5%	D = 12	E = -16%	F = 3%	G = -1%	H = -18%	I = 2%

CCCCn1nnnc1SCC(=O)Nc1sc2c(c1C#N)CCCC2
  A = -1%	B = -10%[57.1 µM]	C = 11µM*	D = -23	E = ?	F = -5%	G = ?	H = -1%	I = 3%

Cc1ccc(Nc2oc(C)nc2C#N)cc1
  A = 0%	B = -2%	C = ?	D = 5	E = 0%	F = 40%[activator]	G = 20%	H = 0%	I = -7%

Cc1ccc(C)c(OCCCC(=O)O)c1
  A = 0%	B = -12%	C = 0%	D = 2	E = -4%	F = 7%	G = 11%	H = 1%	I = -1%

The listing continues.
Keys – A = KB-3-1 tox; B = WRN inhibitor; C = MCF10A rerep; D = IL1B secr inh; E = KB-V1 MDR tox; F = ATXN2 expr inh; G = HT1080 IDH1KD tx; H = HT1080-NT tox; I = SW480 rerep
O=C(Nc1ccc2c(c1)CCC2)Nc1ccc(F)cc1F
  A = 4%	B = -3%	C = -17%	D = -26	E = 8%	F = 30%	G = 11%	H = 14%	I = 1%

Cc1nc2ccccc2n1C(=O)N(C)C
  A = 9%	B = -11%	C = -1%	D = 4	E = ?	F = -25%	G = 8%	H = 6%	I = 1%

COc1ccc(NC(=O)CN(C)C(=O)Cn2cnc3c2c(=O)n(C)c(=O)n3C)cc1
  A = 6%	B = 1%	C = 6%	D = 21	E = 6%	F = -2%	G = 9%	H = 5%	I = ?

COc1cc(C(=O)NC23CC4CC(CC(C4)C2)C3)cc(OC)c1OC
  A = -6%	B = 9%	C = 17%	D = 0	E = -23%	F = -19%	G = -1%	H = 9%	I = ?

CCc1ccc(CN2CCC(n3nccc3NC(=O)c3ccccc3Cl)CC2)cc1
  A = -15%	B = -10%	C = ?	D = -50*	E = 18µM*	F = -19%	G = 14%	H = 0%	I = 2%

CC1Cc2ccccc2N1C(=O)COC(=O)C1(c2ccccc2F)CCCC1 (stereo unspecified)
  A = ?	B = -1%	C = ?	D = -15	E = ?	F = -5%	G = -16%	H = 3%	I = 12%

Cc1ccccc1/C=N/N1CCN(c2ccccc2)CC1
  A = 2%	B = 2%	C = -39%[inhibitor]	D = -6	E = ?	F = 28%	G = 18%	H = 10%	I = -5%

CC(=O)c1ccc(NC(=O)COC(=O)Cn2cnc3ccccc32)cc1
  A = 30%	B = -22%	C = 2%	D = -6	E = ?	F = -2%	G = 16%	H = 9%	I = 1%

CCC(C)C(CO)NCCCn1cnc(C(=O)Nc2ccc(C)c(C)c2)n1 (stereo unspecified)
  A = 11%	B = -6%	C = ?	D = -23	E = 0%	F = -19%	G = -2%	H = -2%	I = ?

Brc1ccc(C2=Nc3ccccc3C(c3ccncc3)=NN2)cc1
  A = 1%	B = 3%	C = -15%	D = -9	E = -1%	F = .	G = 5%	H = 15%	I = -29%
